IDE inh: human IDE inhibitors in live cells, primary screen, fluorescence polarization, HEK cells, FAbetaB substrate. FAbetaB cleavage. inhibition, % at 5.59 µM. hit rate 0.41% among 320,000;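 active = percent inhibition above the average of all tested compounds plus 3 SD, set per screening campaign, cut at about 16% in these data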;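 note: IDE supplied by intact live HEK cells; FP after avidin binding of uncleaved biotin substrate so inhibition keeps polarization high; 0% = DMSO wells and 100% = 60 µM reference IDE inhibitor Ii1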
Target sequence (P14735 whole entry, looked up): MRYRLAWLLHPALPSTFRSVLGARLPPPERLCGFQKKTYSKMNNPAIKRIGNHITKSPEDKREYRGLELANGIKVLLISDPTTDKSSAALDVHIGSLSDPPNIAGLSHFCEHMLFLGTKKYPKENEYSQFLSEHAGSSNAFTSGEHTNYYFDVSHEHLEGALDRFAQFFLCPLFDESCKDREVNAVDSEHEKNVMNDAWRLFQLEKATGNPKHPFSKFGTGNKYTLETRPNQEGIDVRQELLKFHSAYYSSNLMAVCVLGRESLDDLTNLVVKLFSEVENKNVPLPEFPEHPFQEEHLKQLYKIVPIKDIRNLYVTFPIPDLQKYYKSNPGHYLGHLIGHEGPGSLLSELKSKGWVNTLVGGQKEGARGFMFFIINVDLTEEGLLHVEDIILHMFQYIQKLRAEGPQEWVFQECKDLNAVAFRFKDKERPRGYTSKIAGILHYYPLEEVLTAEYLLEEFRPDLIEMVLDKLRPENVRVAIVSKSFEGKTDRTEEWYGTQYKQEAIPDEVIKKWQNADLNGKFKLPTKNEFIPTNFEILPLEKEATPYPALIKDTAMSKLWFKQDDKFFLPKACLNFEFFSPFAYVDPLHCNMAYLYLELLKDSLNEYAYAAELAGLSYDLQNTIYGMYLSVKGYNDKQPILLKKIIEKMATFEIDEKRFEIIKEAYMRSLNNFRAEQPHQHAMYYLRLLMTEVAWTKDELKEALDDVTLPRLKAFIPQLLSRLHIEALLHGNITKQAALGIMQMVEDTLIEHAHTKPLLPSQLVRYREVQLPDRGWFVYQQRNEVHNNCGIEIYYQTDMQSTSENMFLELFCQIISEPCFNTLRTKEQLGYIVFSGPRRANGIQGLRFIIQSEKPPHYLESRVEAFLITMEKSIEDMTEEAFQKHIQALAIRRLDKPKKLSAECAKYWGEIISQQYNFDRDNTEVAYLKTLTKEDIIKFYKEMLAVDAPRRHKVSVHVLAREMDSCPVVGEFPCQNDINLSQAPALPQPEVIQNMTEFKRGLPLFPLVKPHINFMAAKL
IDE act: human IDE activators in live cells, primary screen, fluorescence polarization, HEK cells, FAbeta-B substrate; FAbeta-B cleavage; 0% vehicle, 100% cell-free pure enzyme wells; activation, % at 5.96 µM; hit rate 0.073% among 340,000;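 active = activation above the mean of all tested compounds plus 3 SD, set per screening campaign, cut at about 17% in these data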
* = called active by the depositor.

[1] Cc1c(C2(O)CCCCC2)[nH]c2ccc(C#N)cc12
  IDE inh = 2	IDE act = 4

[2] CC1CCCCN1C(=O)COC(=O)c1cc([N+](=O)[O-])ccc1N1CCOCC1 (stereo unspecified)
  IDE inh = 8	IDE act = 3

[3] CSCCC(NC(=O)c1ccccc1)C(=O)NCCCn1nc(C)cc1C (stereo unspecified)
  IDE inh = 11	IDE act = -4

[4] CCc1cc2c(=O)n(CCCOC)c(SCC(=O)Nc3oc(C)c4c(C)n[nH]c(=O)c34)nc2s1
  IDE inh = -4	IDE act = 2

[5] C=CCNc1nc(C(=O)OCC(=O)Nc2ccc(S(N)(=O)=O)cc2)cs1
  IDE inh = -2	IDE act = 0

[6] CCCCN(C(=O)c1cccc(-n2cnnn2)c1)c1c(N)n(CC(C)C)c(=O)[nH]c1=O
  IDE inh = -2	IDE act = 3

[7] Cc1ccc(CNC(=O)c2ccc(N3CCC4(CC3)CC(c3cccc(Br)c3)=NO4)c(NC(=O)c3ccc(Cl)c([N+](=O)[O-])c3)c2)cc1
  IDE inh = 3	IDE act = 3

[8] Cc1ccc(S(=O)(=O)NCC(=O)OCC(=O)N(C)C2CCS(=O)(=O)C2)cc1 (stereo unspecified)
  IDE inh = -1	IDE act = 4

[9] Cn1nnnc1SCC(=O)Nc1ccc(Br)cc1Br
  IDE inh = -3	IDE act = 2

[10] CCOc1ccc(OC(=O)c2ccc3c(=O)n4c(nc3c2)CCC4)cc1
  IDE inh = 2	IDE act = 11

[11] O=C(COC(=O)CN1C(=O)NC2(CCCC2)C1=O)Nc1ccccc1C(F)(F)F
  IDE inh = 2	IDE act = 0

[12] COc1ccc(Cl)cc1C(=O)NNC(=O)c1nn(C)c(=O)c2ccccc12
  IDE inh = 1	IDE act = 4

[13] Cc1c(C)n2c(SCC(=O)Nc3ccc4c(c3)OCCO4)nnc2[nH]c1=O
  IDE inh = 2	IDE act = 3

[14] Cc1ccc(NC(=O)CNC(=O)c2ccc(Br)o2)nc1
  IDE inh = -6	IDE act = 7

[15] COC(=O)c1ccc(CNC(=O)c2ccc(S(=O)(=O)N3CCCC(C)C3)cc2)cc1 (stereo unspecified)
  IDE inh = 3	IDE act = 3

Values in list order from the entries so far:
IDE act for entries 7 to 15, in order: 3, 4, 2, 11, 0, 4, 3, 7, 3

Following part:
[16] O=C(CN1c2cccc3cccc(c23)S1(=O)=O)Nc1ccccc1Br
  IDE inh = -4	IDE act = 1

[17] O=C(COC(=O)CCNS(=O)(=O)c1ccccc1)NC(=O)c1ccccc1
  IDE inh = 5	IDE act = 3

[18] Cc1ccccc1OCC(=O)NNC(=O)c1ccoc1C
  IDE inh = -4	IDE act = 5

[19] CCOc1ccc(S(=O)(=O)NCCC(=O)NCC(C)(C)N2CCOCC2)cc1
  IDE inh = 4	IDE act = 0

[20] NC(=O)C1CCN(c2nc(-c3ccc4ccccc4c3)cs2)CC1
  IDE inh = -2	IDE act = 3

[21] COc1cc(C(=O)NNC(=O)c2ccc3ccccc3n2)cc(OC)c1OC
  IDE inh = 1	IDE act = 3

[22] COc1ccccc1N1CC(C(=O)NCC2COc3ccccc3O2)CC1=O (stereo unspecified)
  IDE inh = 5	IDE act = 4

[23] COc1ccc(CCN(C)C(=O)CCNS(=O)(=O)c2ccccc2C(F)(F)F)cc1OC
  IDE inh = 7	IDE act = -3

[24] O=[N+]([O-])c1cc(NS(=O)(=O)c2ccc(Cl)nc2)ccc1Cl
  IDE inh = -2	IDE act = 0

[25] CSCCC(NC(=O)COc1ccccc1)C(=O)N(C)CC(=O)Nc1ccc(Cl)cc1 (stereo unspecified)
  IDE inh = -1	IDE act = 2

[26] CCCC(C(=O)Nc1ccc(S(=O)(=O)N2CCOCC2)cc1)c1ccccc1 (stereo unspecified)
  IDE inh = -1	IDE act = 3

[27] O=C1NC[C@H](c2ccccc2)N(CCC23CC4CC(CC(C4)C2)C3)C1=O
  IDE inh = 1	IDE act = 6

[28] O=C(Nc1cc(S(=O)(=O)N2CCOCC2)ccc1N1CCCCC1)c1ccc(Cl)cc1
  IDE inh = 0	IDE act = 0

[29] C#CCOCCOCCOCCNc1nc(N2CCN(C(=O)[C@H](CCCN=C(N)N)n3cc(C(N)[C@@H](C)CC)nn3)CC2)nc(N2CCN(C(=O)[C@H](CC(N)=O)n3cc([C@@H](N)CC(N)=O)nn3)CC2)n1 (stereo partly specified)
  IDE inh = -3	IDE act = 3

[30] CCN1C(=O)N[C@@H](c2ccco2)C(C(C)=O)=C1C
  IDE inh = 1	IDE act = -3

[31] CCCCC1CCC(C(=O)N(CCOC)c2c(N)n(CC(C)C)c(=O)[nH]c2=O)CC1 (stereo unspecified)
  IDE inh = -2	IDE act = 4

[32] c1ccc2c(CCN3CCNC[C@H]3Cc3cccc4ccccc34)cccc2c1
  IDE inh = 0	IDE act = 2

[33] CC(NC(=O)COC(=O)c1ccccc1F)C1CC2CCC1C2 (stereo unspecified)
  IDE inh = 7	IDE act = 1

[34] Cc1ccccc1OCC(=O)OCC(=O)Nc1ccc2c(c1)OCCO2
  IDE inh = -2	IDE act = 5

[35] COc1ccc(/C=C/C(=O)N(C)C2(C)CCS(=O)(=O)C2)cc1 (stereo unspecified)
  IDE inh = -2	IDE act = 0

[36] Cc1ccc2c(CN3CCN(S(=O)(=O)c4ccccc4C(F)(F)F)CC3)cc(=O)oc2c1C
  IDE inh = 16	IDE act = -9

[37] C=CCn1cc(C(=O)NCCCOC)c(=O)c2cc(S(=O)(=O)N3CCC(C)CC3)ccc21
  IDE inh = -2	IDE act = 10

[38] COC(=O)[C@]1(Cc2ccccc2)N[C@H](CN(C)C(=O)Nc2ccc(C)cc2)[C@@H]2C(=O)N(C)C(=O)[C@@H]21
  IDE inh = -2	IDE act = 3

[39] Cc1nn(-c2cccc(Cl)c2)nc1C(=O)Nc1cccc(C(=O)NC2CC2)c1
  IDE inh = -1	IDE act = 0

[40] Cc1csc(=O)n1CC(=O)Nc1ccc(Cl)cc1F
  IDE inh = -4	IDE act = 5

[41] CCCCn1c(N)c(N(CCOC)C(=O)COC(=O)C(C)Oc2ccc(Cl)cc2)c(=O)[nH]c1=O (stereo unspecified)
  IDE inh = -1	IDE act = 4

[42] CC[C@@]1(c2ccccc2OC)ON(c2ccccc2C(F)(F)F)C1=O
  IDE inh = -4	IDE act = 4

[43] CN(CC(=O)Nc1ccccc1Cl)CC(=O)Nc1sc2c(c1C(N)=O)CCC2
  IDE inh = -6	IDE act = 2

[44] CC(OC(=O)c1cnc(Cl)c(Cl)c1)C(=O)NCc1ccccc1 (stereo unspecified)
  IDE inh = -4	IDE act = 4

[45] CC(Oc1cccc(Cl)c1)C(=O)Nc1ccccc1N1CCCC1 (stereo unspecified)
  IDE inh = 3	IDE act = 2

[46] Nc1nc(N)nc(-c2ccc(Cl)c(Cl)c2)n1
  IDE inh = 4	IDE act = 2

[47] C[C@@H]1COC(=O)[C@@H](CC(=O)OC(C)(C)C)C/C=C\C[C@@H](CC(=O)N(CCO)Cc2ccccc2)C(=O)N1
  IDE inh = -1	IDE act = 2

[48] CCCCn1c(N)c(N(CCC(C)C)C(=O)c2[nH]c(C)c(C(=O)OCC)c2C)c(=O)[nH]c1=O
  IDE inh = -1	IDE act = -2

[49] Cc1ccn2c(=O)nc(SCC(=O)Nc3ccc4c(c3)OCO4)nc2c1
  IDE inh = 2	IDE act = -2

[50] N#Cc1ccccc1S(=O)(=O)N1CCN(C(=O)C2CCCCC2)CC1
  IDE inh = -5	IDE act = -5

[51] CCCCC1C(=O)N(c2ccccc2)N(c2ccc(O)cc2)C1=O (stereo unspecified)
  IDE inh = 2	IDE act = -1

[52] COc1ccc2oc(C(=O)Nc3nc4ccc(S(C)(=O)=O)cc4s3)c(C)c2c1
  IDE inh = -1	IDE act = 5

[53] c1ccc(-n2nnc(-c3nccs3)n2)cc1
  IDE inh = -7	IDE act = -3

[54] Cc1cc2oc(C(=O)N3CCN(Cc4ccccc4)CC3)c(C)c2cc1C
  IDE inh = 2	IDE act = 9

[55] CCN1C(=O)c2cccc3c(S(=O)(=O)N4CCNCC4)ccc1c23
  IDE inh = -2	IDE act = 1

[56] O=C(NCC1(N2CCCCC2)CCCCC1)c1ccc(NS(=O)(=O)c2ccccc2)cc1
  IDE inh = 7	IDE act = -1

[57] CCN(C(=O)COC(=O)c1ccco1)c1c(N)n(Cc2ccccc2)c(=O)[nH]c1=O
  IDE inh = -2	IDE act = 4

[58] Cc1cccc(NC(=O)CSCC(=O)Nc2cccc3ncccc23)c1
  IDE inh = 3	IDE act = 4

[59] Cc1cccc(C(=O)N[C@H](C(=O)Nc2ccc(C)c(S(=O)(=O)N3CCOCC3)c2)C(C)C)c1
  IDE inh = 2	IDE act = 3

[60] CC(NC(=S)NC(=O)c1cccs1)c1ccccc1 (stereo unspecified)
  IDE inh = 2	IDE act = 2

[61] Cc1cc(NC(=O)CSCC(=O)OCc2nnc(-c3ccc(F)cc3)o2)no1
  IDE inh = 2	IDE act = 2

[62] CCN(CC)S(=O)(=O)c1ccc(N2CCOCC2)c(NC(=O)COc2ccc(OC)cc2)c1
  IDE inh = -1	IDE act = 2

[63] C=CC[C@@H](CC(=O)NCCO)C(=O)N[C@@H](C)COC(=O)[C@H](CC=C)CC(=O)OC(C)(C)C
  IDE inh = 1	IDE act = 2

[64] COc1ccc(Cc2nnc(SCC(=O)N(c3ccccc3)C(C)C)n(N)c2=O)cc1
  IDE inh = -1	IDE act = 3

[65] O=C1C=C(/C=C/C2C=CC=CC2)C[C@@H](c2ccc(Cl)cc2)C1 (stereo partly specified)
  IDE inh = 8	IDE act = 2

[66] Nc1c(Cl)cc(-c2csc(N3CCCC3c3nc4cc(Cl)c(Cl)cc4n3CCCO)n2)cc1Cl (stereo unspecified)
  IDE inh = 1	IDE act = 0

[67] O=[N+]([O-])c1ccc(F)cc1OCc1cccc(S(=O)(=O)N2CCOCC2)c1
  IDE inh = 4	IDE act = -1

[68] Cc1cc(C)cc(C(=O)OCC(=O)Nc2ncccn2)c1
  IDE inh = 3	IDE act = 4

[69] O=C(Cc1ccc(S(=O)(=O)N2CCOCC2)s1)N1CCN(S(=O)(=O)c2ccc(Cl)cc2)CC1
  IDE inh = 6	IDE act = 0

[70] COC(=O)[C@]1(C)N[C@H](CN(C)S(=O)(=O)c2ccc(F)cc2)[C@@H]2C(=O)N(Cc3ccccc3)C(=O)[C@@H]21
  IDE inh = 6	IDE act = 0

[71] CN(C)c1ccc(NC(=O)COC(=O)CNC(=O)c2cccs2)cc1
  IDE inh = -4	IDE act = 4

[72] CC1(c2ccc(Cl)cc2Cl)NC(=O)N(CC(=O)N2CCN(C(=O)c3ccco3)CC2)C1=O (stereo unspecified)
  IDE inh = -1	IDE act = 6

[73] O=C(OCC(=O)N1CCc2ccccc2C1)c1ccc(F)cc1Cl
  IDE inh = 2	IDE act = 3

[74] O=C(COC(=O)c1cc[n+]([O-])cc1)Nc1cccc(F)c1
  IDE inh = -3	IDE act = 5

[75] CC(C)CCNC(=O)c1onc(CSc2ccc(F)cc2)c1C(=O)NCCC(C)C
  IDE inh = -1	IDE act = 2

[76] CN(C)C1=NC[C@H](Cc2ccccc2)N1CC1CCCC1
  IDE inh = 0	IDE act = 4

[77] CC(=O)Nc1ccc(S(=O)(=O)Nc2nc(C)nc3sc(C)c(C)c23)cc1
  IDE inh = -2	IDE act = 2

[78] CN(CC(=O)Nc1ccc(Cl)c(C(F)(F)F)c1)C(=O)c1ccc(OCC2CCCO2)cc1 (stereo unspecified)
  IDE inh = 4	IDE act = 1

[79] COc1ccc(NC(=O)c2cccc3c2C(=O)c2ccc(-c4ccc(F)cc4OCc4ccccc4)cc2S3(=O)=O)cc1
  IDE inh = -1	IDE act = 6

[80] CCOC(=O)[C@@H]1[C@H]2COc3ccccc3[C@H]2N2C(=O)N(c3cccc(Cl)c3)C(=O)[C@]12C
  IDE inh = -2	IDE act = 3

[81] C[C@H](CO)N1C[C@H](C)[C@@H](CN(C)CC2CCCCC2)Oc2c(NC(=O)C3CC3)cccc2C1=O
  IDE inh = 5	IDE act = 0

Molecules from the list above that have fluorine (14):
[11] O=C(COC(=O)CN1C(=O)NC2(CCCC2)C1=O)Nc1ccccc1C(F)(F)F
  IDE inh = 2	IDE act = 0

[23] COc1ccc(CCN(C)C(=O)CCNS(=O)(=O)c2ccccc2C(F)(F)F)cc1OC
  IDE inh = 7	IDE act = -3

[33] CC(NC(=O)COC(=O)c1ccccc1F)C1CC2CCC1C2 (stereo unspecified)
  IDE inh = 7	IDE act = 1

[36] Cc1ccc2c(CN3CCN(S(=O)(=O)c4ccccc4C(F)(F)F)CC3)cc(=O)oc2c1C
  IDE inh = 16	IDE act = -9

[40] Cc1csc(=O)n1CC(=O)Nc1ccc(Cl)cc1F
  IDE inh = -4	IDE act = 5

[42] CC[C@@]1(c2ccccc2OC)ON(c2ccccc2C(F)(F)F)C1=O
  IDE inh = -4	IDE act = 4

[61] Cc1cc(NC(=O)CSCC(=O)OCc2nnc(-c3ccc(F)cc3)o2)no1
  IDE inh = 2	IDE act = 2

[67] O=[N+]([O-])c1ccc(F)cc1OCc1cccc(S(=O)(=O)N2CCOCC2)c1
  IDE inh = 4	IDE act = -1

[70] COC(=O)[C@]1(C)N[C@H](CN(C)S(=O)(=O)c2ccc(F)cc2)[C@@H]2C(=O)N(Cc3ccccc3)C(=O)[C@@H]21
  IDE inh = 6	IDE act = 0

[73] O=C(OCC(=O)N1CCc2ccccc2C1)c1ccc(F)cc1Cl
  IDE inh = 2	IDE act = 3

[74] O=C(COC(=O)c1cc[n+]([O-])cc1)Nc1cccc(F)c1
  IDE inh = -3	IDE act = 5

[75] CC(C)CCNC(=O)c1onc(CSc2ccc(F)cc2)c1C(=O)NCCC(C)C
  IDE inh = -1	IDE act = 2

[78] CN(CC(=O)Nc1ccc(Cl)c(C(F)(F)F)c1)C(=O)c1ccc(OCC2CCCO2)cc1 (stereo unspecified)
  IDE inh = 4	IDE act = 1

[79] COc1ccc(NC(=O)c2cccc3c2C(=O)c2ccc(-c4ccc(F)cc4OCc4ccccc4)cc2S3(=O)=O)cc1
  IDE inh = -1	IDE act = 6

Bioassay records deposited in PubChem by The Scripps Research Institute Molecular Screening Center.

An excerpt (hit frequency here may not be typical).
